Rac1 GTP hydrolysis: MgcRacGAP GTPase-activating activity inhibitors, confirmation, biochemical, ADP Hunter fluorescence. MgcRacGAP-stimulated Rac1 GTP hydrolysis, ADP Hunter fluorescence; higher % means a stronger effect; GST-tagged Rac1 F28L mutant substrate. one-dose inhibition, % at 30 µM; IC50 in µM for titrated hits. hit rate 0.6% among 340,000;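 active = first-screen hits whose inhibition reached a set limit at any dose in the follow-up dose series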;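 also: fluorescence reports GDP produced by GAP-driven GTP hydrolysis; strong numbers were not always called active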
GPR35 antagonists: GPR35 antagonists blocking zaprinast-driven arrestin recruitment, primary screen, imaging, U2OS, beta-arrestin-GFP, zaprinast agonist (AID 2058). inhibition, % at 10 µM; hits with a dose series show IC50 in µM. hit rate 0.052% among 290,000. U2OS GPR35 beta-arrestin-GFP translocation imaging, zaprinast antagonism; higher % means a stronger effect;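 active = inhibition of at least 50% with at least 30 cells and total cytoplasm GFP at most 10,000,000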
KOR beta-arrestin-1: KOR agonists, beta-arrestin recruitment, primary screen, cell-based, luminescence, uHTS (AID 1777); hit rate 0.02% among 280,000; activation, % at 10 µM, or EC50 in µM where a hit was titrated; KOR beta-arrestin recruitment, luminescence; higher % means a stronger effect; in the data active = activation above about 50%, passing the limit was not always enough; also: a part of the inactive calls stands beside numbers as strong as those of hits
UTI89 phage lysis: protection from phage-mediated lysis, alamar blue read-out – E. coli UTI89, K1F phage, bacterial capsule biogenesis inhibitors (AID 488966); E. coli UTI89 K1F phage lysis, alamar blue, 2 h; higher % means a stronger effect; one-dose inhibition, % at 100 µM; IC50 in µM for titrated hits; hit rate 0.02% among 340,000;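 active = phage lysis inhibition, versus mean bacterial control, above a set limit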;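 also: capsule biogenesis inhibitors block K1F phage lysis so surviving cells raise fluorescence; higher fluorescence means more inhibition of phage lysis; actives were called in the ten point dose series up to 300 µM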
GPR55 antagonists: inhibition of LPI-stimulated GPR55 beta-arrestin translocation – imaging, U2OS, beta-arrestin-GFP, LPI agonist, primary screen (AID 2013) | U2OS GPR55 beta-arrestin-GFP translocation imaging, LPI antagonism; higher % means a stronger effect | inhibition, % at 10 µM; hits with a dose series show IC50 in µM | hit rate 0.13% among 290,000;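 active = spots per cell inhibited over 60%, with over 100 cells counted and total cytoplasm intensity under 500,000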;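 also: U2OS cells stably carrying GPR55 and arrestin-GFP stimulated by 5 µM LPI near EC80; imaged beta-arrestin-GFP aggregate spots per cell after agonist stimulation; plate controls were LPI-stimulated DMSO wells for no effect and DMSO wells without LPI for full effect; some results filed as inactive read as strong as hits; confirmed hits need IC50 under 10 µM and bright autofluorescent wells are also inconclusive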
GPR55 activation: GPR55 agonists via beta-arrestin recruitment, primary screen, imaging, U2OS cells, beta-arrestin-GFP redistribution (AID 1961). U2OS GPR55 beta-arrestin-GFP redistribution imaging; higher % means a stronger effect. activation, % at 10 µM, or EC50 in µM where a hit was titrated. hit rate 0.048% among 290,000;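 active = activation above 40% with more than 50 cells counted in the well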;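 also: U2OS osteosarcoma cells stably expressing GPR55 and beta-arrestin-GFP; plate controls were DMSO negative control for no effect and LPI positive control for full effect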
NOD1 NF-kB reporter: inhibition of NOD1-driven NF-kB reporter – cell-based, luminescence, uHTS, primary screen (AID 1578) | hit rate 1% among 290,000 | one-dose inhibition, % at 4 µM; EC50 in µM for titrated hits | NOD1-driven NF-kB luciferase reporter cells, luminescence; higher % means a stronger effect; in the data active = inhibition mostly above about 36%, no sharp cut-off; inactive = mostly below about 34%;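 also: HEK-293T reporter cells stimulated with the NOD1 agonist gamma-tri-DAP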
KOR beta-arrestin-2: KOR antagonists, beta-arrestin recruitment, cell-based, luminescence, uHTS (AID 1778); KOR beta-arrestin recruitment, luminescence, antagonist mode; higher % means a stronger effect; inhibition, % at 10 µM; hits with a dose series show IC50 in µM; hit rate 0.091% among 290,000; in the data active = inhibition above about 50%; also: strong numbers were not always called active
NTR1 ag: agonists of NTR1, primary screen, imaging, U2OS cells, beta-arrestin-GFP, high content (AID 493036); P30989; NTR1-U2OS beta-arrestin-GFP spot imaging, agonist mode; activation, % at 20 µM; hit rate 0.17% among 330,000;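 active = activation at or above 40% of the spot to cytoplasm intensity ratio, with at least 20 cells analyzed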;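 also: 0% = DMSO without peptide and 100% = 100 nM NTR1 peptide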
Target sequence (P30989 whole entry, looked up): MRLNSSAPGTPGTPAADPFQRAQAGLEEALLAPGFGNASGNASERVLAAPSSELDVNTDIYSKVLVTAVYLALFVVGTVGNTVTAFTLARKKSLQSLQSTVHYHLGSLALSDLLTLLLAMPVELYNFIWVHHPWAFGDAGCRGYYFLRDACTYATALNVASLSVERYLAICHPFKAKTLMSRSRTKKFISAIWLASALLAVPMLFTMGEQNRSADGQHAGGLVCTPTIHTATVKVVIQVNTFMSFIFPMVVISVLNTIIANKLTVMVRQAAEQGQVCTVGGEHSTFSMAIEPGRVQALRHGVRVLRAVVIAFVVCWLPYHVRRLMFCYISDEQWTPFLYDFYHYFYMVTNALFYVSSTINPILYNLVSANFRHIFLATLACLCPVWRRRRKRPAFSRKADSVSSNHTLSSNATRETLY
NTR1 ag cell count 20 µM: recorded beside NTR1 ag, whose call it bears; cell count; measured here: cell count, cytotoxicity flag
Numbers without * were called inactive; x = no result given; [ ] = remark or other dose. Some of the compounds tested. The share of hits here may be higher or lower than overall.

Second line of a record – Rac1 GTP hydrolysis	GPR35 antagonists	KOR beta-arrestin-1	UTI89 phage lysis	GPR55 antagonists	GPR55 activation	NOD1 NF-kB reporter	KOR beta-arrestin-2	NTR1 ag	NTR1 ag cell count 20 µM
Cc1cccc(N2C(=O)c3ccc(C(=O)Nc4ccccn4)cc3C2=O)c1
→ 9%	-4%	4.5%	0.2%	-28%	0.7%	21%	-23%	2.0	54
Clc1ccc(-n2ncc3c(NCc4cccnc4)ncnc32)cc1Cl
→ 5%	0%	-8.8%	0.2%	3%	-0.1%	-45%	-12%	5.9	74
O=C(CSc1ncn(-c2ccccc2)n1)Nc1nc(-c2ccccc2)cs1
→ -2%	2%	-0.7%	0.4%	0%	0.0%	-34%	28%	3.8	90
COc1cc(NC(=O)CSc2nncn2C)cc(OC)c1OC
→ 6%	-2%	-2.2%	-0.3%	6%	0.0%	-27%	22%	0.7	63
CC(=O)Nc1nc(-c2ccccc2)nc(-c2ccccc2OC(C)=O)n1
→ 3%	2%	-2.0%	-0.8%	8%	-0.2%	-18%	-31%	2.5	52
Cc1nc2c(c(=O)c3ccccc3n2C)c(=O)n1-c1ccc(F)cc1
→ 6%	18%	12%	-0.2%	-16%	-0.3%	26%	-35%	0.2	37
CCC(=O)N1N=C(c2ccccc2)CC1c1ccccc1 (stereo not drawn)
→ 9%	5%	1.1%	0.5%	11%	1.5%	4%	-7%	0.7	77
Cc1nn(Cc2ccc(Cl)cc2)c(C)c1NC(=O)c1ccc([N+](=O)[O-])cc1
→ 4%	-11%	-4.0%	2.7%[50 µM]	5%	-0.3%	-31%	-4%	2.2	65
CCN(CC)CCOc1ncnc2c1oc1ccccc12
→ 4%	9%	-6.1%	1.6%	-2%	-0.3%	35%	4%	1.2	78
C=CCNC(=O)CSc1nnc(-c2ccc(S(=O)(=O)N3CCCC3)cc2)n1C
→ 9%	-1%	4.6%	0.1%	4%	x	-24%	-9%	0.6	60
CN(C)CCC(O)c1ccccc1 (stereo not drawn)
→ 9%	13%	1.0%	-0.6%	7%	0.3%	-2%	15%	0.2	67
N#CC(C#N)=C1C=C2C=C(N3CCCCCC3)CCC2CC1 (stereo not drawn)
→ 20%	46%	3.1%	0.0%	23%	0.0%	-3%	-34%	x	x
COc1cccc(CN2CCNC(=O)C2CC(=O)NCCCn2ccnc2)c1 (stereo not drawn)
→ 9%	0%	-1.0%	0.2%	-8%	0.0%	-1%	-11%	-0.8	51
CCOC(=O)c1c(C)[nH]c(C(=O)OCC(=O)NC2CCS(=O)(=O)C2)c1C (stereo not drawn)
→ 14%	6%	-2.9%	0.0%	29%	-0.1%	4%	15%	-0.8	37
O=C(NCc1cccc(C(F)(F)F)c1)c1cccc(Cl)c1Cl
→ 14%	-3%	5.9%	0.4%	6%	-0.3%	-30%	-4%	0.4	82

Look-ups from the results shown.
In NTR1 ag, `CC(=O)Nc1nc(-c2ccccc2)nc(-c2ccccc2OC(C)=O)n1` has the entry 2.5
In UTI89 phage lysis, `CCC(=O)N1N=C(c2ccccc2)CC1c1ccccc1` (stereo not drawn) has the entry 0.5%

Back to the main list; the 3 compounds before the break are reprinted first.
Second line of a record – Rac1 GTP hydrolysis	GPR35 antagonists	KOR beta-arrestin-1	UTI89 phage lysis	GPR55 antagonists	GPR55 activation	NOD1 NF-kB reporter	KOR beta-arrestin-2	NTR1 ag	NTR1 ag cell count 20 µM
COc1cccc(CN2CCNC(=O)C2CC(=O)NCCCn2ccnc2)c1 (stereo not drawn)
→ 9%	0%	-1.0%	0.2%	-8%	0.0%	-1%	-11%	-0.8	51
CCOC(=O)c1c(C)[nH]c(C(=O)OCC(=O)NC2CCS(=O)(=O)C2)c1C (stereo not drawn)
→ 14%	6%	-2.9%	0.0%	29%	-0.1%	4%	15%	-0.8	37
O=C(NCc1cccc(C(F)(F)F)c1)c1cccc(Cl)c1Cl
→ 14%	-3%	5.9%	0.4%	6%	-0.3%	-30%	-4%	0.4	82
Oc1oc(-c2ccccc2)nc1C=NCc1ccccc1
→ 5%	4%	-5.0%	2.7%	6%	0.0%	-55%	6%	4.1	63
O=C(c1ccccc1Cl)N1CCC(O)(c2cccnc2)CC1
→ 12%	17%	x	0.2%	-8%	-0.2%	-21%	-11%[20 µM]	-0.8	80
COc1cc2c(cc1OC)C(C)N(C(=S)Nc1ccccc1)CC2 (stereo not drawn)
→ 7%	1%	-2.5%	3.4%[50 µM]	8%	-0.2%	2%	14%	3.6	73
COc1cccc(/C=C2\SC(=O)N(CC(=O)NC3C=CS(=O)(=O)C3)C2=O)c1 (stereo not drawn)
→ -3%	-15%	1.1%	0.2%	3%	0.2%	-37%	-34%	1.4	44
CC(C)C1(C)C(=O)N=C2c3ccccc3C(=O)N21 (stereo not drawn)
→ 6%	7%	-2.2%	3.3%	-6%	-0.1%	14%	-13%	-2.2	70
CCOC(=O)/C(C#N)=C1/C=Cc2ccccc2N1CC
→ 13%	-12%	-3.5%	0.4%	-17%	0.3%	1%	-22%	-0.6	47
CCCCNC(=O)CN1C(=O)c2cccc(N)c2C1=O
→ 4%	6%	-8.0%	0.5%	-10%	-0.1%	-15%	-2%	x	x
CN(C)C(=O)c1ccc(NC(=O)c2ccccc2-c2ccccc2)cc1
→ 4%	-3%	-3.0%	1.4%	10%	-0.2%	-19%	-4%	0.7	75
O=C(Nc1nc(-c2ccc3ccccc3c2)cs1)c1ccc(N2C(=O)CCC2=O)cc1
→ 5%	-8%	1.8%	0.1%	3%	0.2%	-28%	-5%	-0.5	155
CCn1c(C)c2c(C)nnc(C)c2c1C
→ 7%	-2%	-1.3%	8.7%	-2%	0.2%	-15%	-25%	2.0	51
Cc1sc2ncn(CC(=O)NCCCN3CC(C)CC(C)C3)c(=O)c2c1S(=O)(=O)N1CC(C)CC(C)C1 (stereo not drawn)
→ 5%	11%	0.9%	0.1%	7%	-0.1%	-13%	-11%	2.3	40
CCOC(=O)c1ccc(NC(=O)N2CCN(CCc3ccccc3)CC2)cc1
→ 7%	-2%	1.2%	3.7%	7%	0.2%	-48%	32%	-2.1	63
O=C(O)c1cc(Nc2cc(Cl)c3nonc3c2[N+](=O)[O-])ccc1O
→ 17%	-5%	5.7%	0.0%	-3%	-0.2%	-1%	-28%	1.1	79
COc1cccc(NC(=O)CCCN2C(=O)C3CC=CCC3C2=O)c1 (stereo not drawn)
→ 14%	2%	-3.3%	0.7%[50 µM]	6%	0.2%	-29%	-17%	0.3	56
N#Cc1ccc(NC(=O)Cn2cnc(S(=O)(=O)N3CCCC3)c2)cc1
→ 3%	-8%	-0.2%	0.1%	0%	-0.1%	5%	-26%	-1.0	51

Part of the list above with just NTR1 ag cell count 20 µM, NTR1 ag and GPR55 antagonists.
Structure	NTR1 ag cell count 20 µM	NTR1 ag	GPR55 antagonists
CN(C)C(=O)c1ccc(NC(=O)c2ccccc2-c2ccccc2)cc1	75	0.7	10%
Oc1oc(-c2ccccc2)nc1C=NCc1ccccc1	63	4.1	6%
COc1cc2c(cc1OC)C(C)N(C(=S)Nc1ccccc1)CC2 (stereo not drawn)	73	3.6	8%

Following part.
Second line of a record – Rac1 GTP hydrolysis	GPR35 antagonists	KOR beta-arrestin-1	UTI89 phage lysis	GPR55 antagonists	GPR55 activation	NOD1 NF-kB reporter	KOR beta-arrestin-2	NTR1 ag	NTR1 ag cell count 20 µM
CCCNC(=O)COC(=O)c1ccc(S(=O)(=O)N2CCCC2)cc1
→ 6%	3%	-1.6%	0.2%	15%	-0.4%	-31%	-8%	-1.6	32
CN(C)S(=O)(=O)N1CCN(c2ccccc2)CC1
→ -2%	-5%	92%	2.6%	-4%	-0.1%	-23%	-13%	-1.2	55
O=C(Nc1ccccc1C(=O)OCn1nnc2ccccc2c1=O)c1ccco1
→ 5%	-16%	0.3%	0.1%	-6%	-0.2%	-14%	5%	0.5	89
S=c1[nH]nc(-c2ccco2)n1/N=C/c1ccccc1Cl
→ 14%	9%	-7.5%	1.3%	11%	-0.2%	19%	25%	-1.1	47
Cc1ccc(NCC(=O)N/N=C/c2cc3ccccc3nc2Cl)cc1
→ 7%	4%	1.0%	0.0%	-3%	-0.1%	-22%	5%	2.9	80
CN1C(=O)C(c2nnc(Nc3cccc4ccccc34)s2)C2CC1(C)Oc1ccccc12 (stereo not drawn)
→ 1%	1%	14%	-0.9%[50 µM]	2%	0.2%	3%	-17%	x	x
CC/C(=C(\c1ccc(O)cc1)c1ccc(OCCN(C)C)cc1)c1ccccc1
→ 11%	-34%	5.7%	-7.0%	22%	-0.5%	-17%	-24%	25	56
Cc1ccc2nc(-c3ccc(NC(=O)CN4CCN(c5ccccn5)CC4)cc3)sc2c1
→ x	12%	2.0%	x	12%	-0.1%	2%	-16%	2.5	47
Nc1c(C(=O)Nc2ccccc2)nnn1-c1ccc2c(c1)OCCO2
→ 6%	-8%	3.1%	0.4%	5%	0.6%	-73%	-68%	-1.4	26
O=C(NCc1ccccc1)Nc1cc(Cl)ccc1Cl
→ 1%	-4%	-3.0%	0.2%	5%	-0.1%	-7%	16%	3.9	71
CCN(CC)C(=O)CN1CCN(c2ncccn2)CC1
→ 15%	-6%	5.8%	4.2%	5%	-0.1%	-19%	-11%	-0.8	34
O=C(CCCSc1nc2ccccc2c(=O)[nH]1)c1ccccc1
→ 2%	12%	-3.5%	-0.3%	8%	0.9%	-45%	28%	4.9	45
COCCNC(=O)c1ccc(CN2CCOCC2)cc1
→ 1%	-12%	6.6%	0.8%	-4%	0.1%	-6%	2%	0.8	56
CCOC(=O)C1C(=O)NC(c2ccccc2)=NC1c1ccc(C(C)C)cc1 (stereo not drawn)
→ 1%	-2%	-0.5%	-0.3%	23%	-0.2%	-13%	-22%	0.7	42

Assay outcomes from PubChem BioAssay.
